High-throughput results as filed in PubChem BioAssay.
KOR beta-arrestin-1 – KOR antagonists, beta-arrestin recruitment, cell-based, luminescence, uHTS (AID 1778). KOR beta-arrestin recruitment, luminescence, antagonist mode; higher % means a stronger effect. one-dose inhibition, % at 10 µM; IC50 in µM for titrated hits. 0.091% of 290,000 active; in the data active = inhibition above about 50%; also: strong numbers were not always called active
MgcRacGAP inhibition – MgcRacGAP GTPase-activating activity inhibitors, confirmation, biochemical, ADP Hunter fluorescence | MgcRacGAP-stimulated Rac1 GTP hydrolysis, ADP Hunter fluorescence; higher % means a stronger effect; GST-tagged Rac1 F28L mutant substrate | one-dose inhibition, % at 30 µM; IC50 in µM for titrated hits | 0.6% of 340,000 active | AID 624330;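 active = first-screen hits whose inhibition reached a set limit at any dose in the follow-up dose series; inconclusive = inhibition above the set first-screen limit but never retested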;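 also: fluorescence reports GDP produced by GAP-driven GTP hydrolysis; strong numbers were not always called active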
GPR55 activation – GPR55 agonists via beta-arrestin recruitment, primary screen, imaging, U2OS cells, beta-arrestin-GFP redistribution (AID 1961); U2OS GPR55 beta-arrestin-GFP redistribution imaging; higher % means a stronger effect; activation, % at 10 µM, or EC50 in µM where a hit was titrated; 0.048% of 290,000 active;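 active = activation above 40% with more than 50 cells counted in the well; inconclusive = wells holding fewer than 50 cells, flagged as toxic or sparse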;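 also: U2OS osteosarcoma cells stably expressing GPR55 and beta-arrestin-GFP; plate controls were DMSO negative control for no effect and LPI positive control for full effect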
NTR1 agonist – NTR1-driven beta-arrestin-GFP spot formation – imaging, U2OS cells, high content, primary screen (AID 493036). 0.17% of 330,000 active. agonist mode. activation, % at 20 µM. P30989;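 active = activation at or above 40% of the spot to cytoplasm intensity ratio, with at least 20 cells analyzed; inconclusive = wells under 20 cells, flagged as cytotoxic or low count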;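 also: 0% = DMSO without peptide and 100% = 100 nM NTR1 peptide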
Target sequence (P30989 whole entry, looked up): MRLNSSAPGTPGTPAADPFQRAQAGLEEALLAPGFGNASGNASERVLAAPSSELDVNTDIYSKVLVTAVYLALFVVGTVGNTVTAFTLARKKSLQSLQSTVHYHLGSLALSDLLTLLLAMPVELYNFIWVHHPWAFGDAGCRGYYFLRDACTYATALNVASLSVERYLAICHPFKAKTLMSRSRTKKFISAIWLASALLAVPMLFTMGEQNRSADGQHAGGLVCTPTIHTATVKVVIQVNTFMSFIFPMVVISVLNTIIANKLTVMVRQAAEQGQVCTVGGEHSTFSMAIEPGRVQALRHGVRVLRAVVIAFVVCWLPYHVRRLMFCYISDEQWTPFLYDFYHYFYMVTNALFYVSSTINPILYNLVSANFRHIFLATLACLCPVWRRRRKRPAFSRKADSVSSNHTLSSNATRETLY
UTI89 phage lysis – protection from phage-mediated lysis, alamar blue read-out – E. coli UTI89, K1F phage, bacterial capsule biogenesis inhibitors (AID 488966). 0.02% of 340,000 active. E. coli UTI89 K1F phage lysis, alamar blue, 2 h; higher % means a stronger effect. inhibition, % at 100 µM; hits with a dose series show IC50 in µM;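 active = phage lysis inhibition, versus mean bacterial control, above a set limit; inconclusive = no clear call, values can overlap the other calls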;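 also: capsule biogenesis inhibitors block K1F phage lysis so surviving cells raise fluorescence; higher fluorescence means more inhibition of phage lysis; actives were called in the ten point dose series up to 300 µM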
GPR35 antagonists – GPR35 antagonists blocking zaprinast-driven arrestin recruitment, primary screen, imaging, U2OS, beta-arrestin-GFP, zaprinast agonist (AID 2058); inhibition, % at 10 µM; hits with a dose series show IC50 in µM; U2OS GPR35 beta-arrestin-GFP translocation imaging, zaprinast antagonism; higher % means a stronger effect; 0.052% of 290,000 active;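 active = inhibition of at least 50% with at least 30 cells and total cytoplasm GFP at most 10,000,000; inconclusive = under 30 cells or total GFP of 10,000,000 plus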
KOR beta-arrestin-2 – KOR agonists, beta-arrestin recruitment, primary screen, cell-based, luminescence, uHTS (AID 1777); KOR beta-arrestin recruitment, luminescence; higher % means a stronger effect; one-dose activation, % at 10 µM; EC50 in µM for titrated hits; 0.02% of 280,000 active; in the data active = activation above about 50%, passing the limit was not always enough; also: a part of the inactive calls stands beside numbers as strong as those of hits
NOD1 inhibition – inhibition of NOD1-driven NF-kB reporter – cell-based, luminescence, uHTS, primary screen (AID 1578) | NOD1-driven NF-kB luciferase reporter cells, luminescence; higher % means a stronger effect | 1% of 290,000 active | inhibition, % at 4 µM; hits with a dose series show EC50 in µM; in the data active = inhibition mostly above about 36%, no sharp cut-off; inactive = mostly below about 34%;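 also: HEK-293T reporter cells stimulated with the NOD1 agonist gamma-tri-DAP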
GPR55 LPI antagonism – inhibition of LPI-stimulated GPR55 beta-arrestin translocation – imaging, U2OS, beta-arrestin-GFP, LPI agonist, primary screen (AID 2013). U2OS GPR55 beta-arrestin-GFP translocation imaging, LPI antagonism; higher % means a stronger effect. inhibition, % at 10 µM; hits with a dose series show IC50 in µM. 0.13% of 290,000 active;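 active = spots per cell inhibited over 60%, with over 100 cells counted and total cytoplasm intensity under 500,000; inconclusive = wells with under 100 cells, flagged as likely toxic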;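 also: U2OS cells stably carrying GPR55 and arrestin-GFP stimulated by 5 µM LPI near EC80; imaged beta-arrestin-GFP aggregate spots per cell after agonist stimulation; plate controls were LPI-stimulated DMSO wells for no effect and DMSO wells without LPI for full effect; some results filed as inactive read as strong as hits; confirmed hits need IC50 under 10 µM and bright autofluorescent wells are also inconclusive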
NTR1 agonist cell count 20 µM – also measured in NTR1 agonist; calls as there; cell count; measured here: cell count, cytotoxicity flag
The depositor's hits bear a star; ? = inconclusive; [ ] = remark or other dose. Not all compounds are listed; the hit share may differ from the screen's.

Every second line gives: KOR beta-arrestin-1, MgcRacGAP inhibition, GPR55 activation, NTR1 agonist, NTR1 agonist cell count 20 µM, UTI89 phage lysis, GPR35 antagonists, KOR beta-arrestin-2, NOD1 inhibition, GPR55 LPI antagonism
1	O=C1CSC(=S)N1CC1CCCO1 (stereo not given)
→ 19%, -10%, -0.3%, 0.8, 55, 1.2%[50 µM], 7%, 2.9%, -15%, -3%
2	O=C(CCc1ccccc1)Nc1ccc(S(=O)(=O)N2CCOCC2)cc1
→ 2%, 7%, 0.6%, 0.2, 66, -0.1%, 4%, 0.1%, 6%, -1%
3	O=C(COC(=O)c1ccc(NS(=O)(=O)c2ccc(Br)s2)cc1)NC1CCCC1
→ -15%, 6%, 0.4%, 0.3, 61, 0.0%, 0%, -2.7%, -24%, 15%
4	N#Cc1cccc(-n2nnnc2-c2ccc3c(c2)OCO3)c1
→ -17%, 8%, -0.2%, 1.2, 43, -2.4%, -10%, 3.7%, -30%, 2%
5	C=C1c2cc(C)c(C)cc2NC(=O)N1c1ccccc1
→ -26%, 4%, 0.0%, 0.2, 40, -1.0%, 6%, 2.5%, -9%, -4%
6	CC(C)CCn1nnnc1C(c1ccc(N(C)C)cc1)N1CCN(C(=O)c2ccco2)CC1 (stereo not given)
→ -6%, 0%, 0.1%, 0.8, 64, -2.8%, -2%, -7.6%, -12%, -16%
7	O=C(NCc1ccccc1)c1ccc(S(=O)(=O)Nc2cccc(C(F)(F)F)c2)cc1
→ 1%, 5%, -0.1%, 1.1, 58, 0.4%, 13%, 2.6%, 3%, -16%
8	CC(C)(C)NC(=O)CSc1ccc(C(C)(C)C)cc1
→ 6%, 9%, 1.4%, -0.9, 100, 0.1%, -4%, -3.4%, -15%, 12%
9	N#Cc1ccccc1Sc1ccccc1C(=O)OCC(N)=O
→ 14%, -5%, -0.4%, 0.2, 73, 2.8%, 2%, -0.5%, -38%, -6%
10	CCOC(=O)N1CCN(C(=O)CCS(=O)(=O)c2cc3c(cc2Cl)NC(=O)CO3)CC1
→ 23%[20 µM], -11%, -0.3%, 0.5, 71, -2.6%, -2%, -4.3%, -8%, -9%
11	O=C(NC(CSCc1ccccc1)C(=O)N/N=C/c1ccc(O)cc1O)c1ccc([N+](=O)[O-])cc1 (stereo not given)
→ 9%, 18%, 0.2%, 5.5, 47, -1.4%, -6%, -1.6%, 64%, -2%
12	Cc1ccc(Cl)cc1N1C(=O)CC(Sc2ncccn2)C1=O (stereo not given)
→ 1%, 9%, -0.2%, 1.8, 61, 1.0%, 3%, -2.8%, -33%, 7%
13	Cc1cc(C)c2oc(C(=O)NC3CCS(=O)(=O)C3)cc(=O)c2c1 (stereo not given)
→ 12%, -3%, 0.0%, -0.7, 54, 0.2%, -1%, 4.1%, -20%, 3%
14	O=C(Nc1ccccc1)C1CCCN1C(=O)Nc1ccccc1[N+](=O)[O-] (stereo not given)
→ -11%[20 µM], 10%, 0.2%, -1.8, 92, 0.1%, 15%, -4.4%, -23%, -7%
15	COc1ccccc1Oc1cn[nH]c1-c1ccc(OCC(=O)NN)cc1O
→ 22%, 1%, 0.4%, 3.0, 86, 0.2%, 0%, -3.4%, -2%, 8%
16	O=C(O)c1cccc(COc2ccc(CO)cc2Cl)c1
→ 12%, -11%, -0.3%, -0.4, 38, -0.2%, -2%, -4.9%, 99%*, -3%
17	CCc1sc(C(=O)NCc2ccco2)cc1Br
→ 12%[20 µM], 7%, -0.1%, -0.2, 69, 0.4%, -3%, -9.5%, 8%, -12%
18	COc1cc2c(cc1O)CCN(C(=O)c1ccco1)C2C (stereo not given)
→ 0%, 11%, 0.3%, 1.6, 80, 0.1%, -2%, 83%, -15%, -2%
19	CCc1cc(C(=O)N2CCCC(CNC(=O)c3ccc(-c4ccccc4)cc3)C2)no1 (stereo not given)
→ -6%, 1%, 0.4%, -0.7, 70, -0.1%, 2%, -4.5%, 4%, 4%
20	COc1cc(C(=S)N2CCOCC2)ccc1OC(=O)c1ccccc1
→ -18%, 7%, -0.1%, 1.8, 65, -0.1%, 2%, 1.6%, -51%, -2%

21: CCOC(=O)c1c(/N=C/C2C(=O)CC(C)(C)CC2=O)sc(C)c1C
22: Cc1ccc(NC(=O)c2cc(S(=O)(=O)N3CCc4ccccc43)cn2C)cc1
23: COc1ccc(NC(=O)Cn2nnc3ccccc32)c([N+](=O)[O-])c1
24: CC1CCN(CC(=O)NC(=O)NCc2ccccc2)CC1

| Assay by compound | 21 | 22 | 23 | 24 |
| --- | --- | --- | --- | --- |
| KOR beta-arrestin-1 | -24% | 9%[20 µM] | 28% | -12% |
| MgcRacGAP inhibition | ? | 3% | 6% | 3% |
| GPR55 activation | 0.1% | -0.3% | 0.8% | 0.8% |
| NTR1 agonist | -0.9 | 9.6 | 1.0 | -0.1 |
| NTR1 agonist cell count 20 µM | 68 | 44 | 67 | 51 |
| UTI89 phage lysis | 2.2%[50 µM] | 0.2% | 0.2% | 0.7% |
| GPR35 antagonists | -14% | -11% | 5% | -2% |
| KOR beta-arrestin-2 | 8.1% | -3.3% | -2.5% | 0.2% |
| NOD1 inhibition | -21% | 11% | -30% | -40% |
| GPR55 LPI antagonism | 2% | 6% | -4% | 6% |

Among those listed so far, 7 contain nitrogen in an aromatic ring:
4: N#Cc1cccc(-n2nnnc2-c2ccc3c(c2)OCO3)c1
6: CC(C)CCn1nnnc1C(c1ccc(N(C)C)cc1)N1CCN(C(=O)c2ccco2)CC1 (stereo not given)
12: Cc1ccc(Cl)cc1N1C(=O)CC(Sc2ncccn2)C1=O (stereo not given)
15: COc1ccccc1Oc1cn[nH]c1-c1ccc(OCC(=O)NN)cc1O
19: CCc1cc(C(=O)N2CCCC(CNC(=O)c3ccc(-c4ccccc4)cc3)C2)no1 (stereo not given)
22: Cc1ccc(NC(=O)c2cc(S(=O)(=O)N3CCc4ccccc43)cn2C)cc1
23: COc1ccc(NC(=O)Cn2nnc3ccccc32)c([N+](=O)[O-])c1

| Assay by compound | 4 | 6 | 12 | 15 | 19 | 22 | 23 |
| --- | --- | --- | --- | --- | --- | --- | --- |
| KOR beta-arrestin-1 | -17% | -6% | 1% | 22% | -6% | 9%[20 µM] | 28% |
| MgcRacGAP inhibition | 8% | 0% | 9% | 1% | 1% | 3% | 6% |
| GPR55 activation | -0.2% | 0.1% | -0.2% | 0.4% | 0.4% | -0.3% | 0.8% |
| NTR1 agonist | 1.2 | 0.8 | 1.8 | 3.0 | -0.7 | 9.6 | 1.0 |
| NTR1 agonist cell count 20 µM | 43 | 64 | 61 | 86 | 70 | 44 | 67 |
| UTI89 phage lysis | -2.4% | -2.8% | 1.0% | 0.2% | -0.1% | 0.2% | 0.2% |
| GPR35 antagonists | -10% | -2% | 3% | 0% | 2% | -11% | 5% |
| KOR beta-arrestin-2 | 3.7% | -7.6% | -2.8% | -3.4% | -4.5% | -3.3% | -2.5% |
| NOD1 inhibition | -30% | -12% | -33% | -2% | 4% | 11% | -30% |
| GPR55 LPI antagonism | 2% | -16% | 7% | 8% | 4% | 6% | -4% |

3 compounds out of the list, sorted by SMILES length, ascending.
18: COc1cc2c(cc1O)CCN(C(=O)c1ccco1)C2C (stereo not given)
15: COc1ccccc1Oc1cn[nH]c1-c1ccc(OCC(=O)NN)cc1O
10: CCOC(=O)N1CCN(C(=O)CCS(=O)(=O)c2cc3c(cc2Cl)NC(=O)CO3)CC1

| Assay by compound | 18 | 15 | 10 |
| --- | --- | --- | --- |
| KOR beta-arrestin-1 | 0% | 22% | 23%[20 µM] |
| MgcRacGAP inhibition | 11% | 1% | -11% |
| GPR55 activation | 0.3% | 0.4% | -0.3% |
| NTR1 agonist | 1.6 | 3.0 | 0.5 |
| NTR1 agonist cell count 20 µM | 80 | 86 | 71 |
| UTI89 phage lysis | 0.1% | 0.2% | -2.6% |
| GPR35 antagonists | -2% | 0% | -2% |
| KOR beta-arrestin-2 | 83% | -3.4% | -4.3% |
| NOD1 inhibition | -15% | -2% | -8% |
| GPR55 LPI antagonism | -2% | 8% | -9% |
